Ins promoter up = MIN6 insulin promoter up-regulation | MIN6 insulin promoter-GFP reporter, high-content imaging; active compounds read high | z-score at 5 µM | hit rate 0.3% among 190,000 | AID 1625;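 active means z-score above 3 at 5 µM with at least 500 cells counted in the well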
Autophagy HCS = modulators of autophagy; calls only at 10 µM (by protocol); hit rate 0.98% among 190,000; MEF GFP-LC3 puncta imaging; test concentration mostly 10 µM; AID 463193;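 active means percentage of spot-positive cells more than 3 SD above its plate mean, without a fluorescence outlier flag or 80% toxicity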;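 further: spot-positive cell cutoff set from DMSO-treated cells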
WT yeast gro inh = growth inhibition of WT yeast, mitochondrial fusion screen | mitochondrial fusion phenotypic screen, WT strain | inhibition, % at 10 µM | hit rate 2.1% among 190,000; in the data active means inhibition above about 58%; tested in S. cerevisiae
HIV peptide binding = inhibitors of HIV fusion peptide binding, primary screen, biochemical, uHTS, fluorescence dequenching (AID 1986). cell-free peptide binding, fluorescence dequenching, 30 min; higher % means a stronger effect. inhibition, % at 20 µM, or IC50 in µM where a hit was titrated. hit rate 0.3% among 290,000; in the data active means inhibition mostly above about 52%, no sharp cut-off; inactive means mostly below about 76%; further: some results filed as inactive read as strong as hits
AID2073 = disruptors of CaV2.2 binding to Mint1 – biochemical, HTRF (AID 2073); HTRF protein-protein interaction, Mint1-CaV2.2; higher % means a stronger effect; inhibition, % at 20 µM; hits with a dose series show IC50 in µM; hit rate 0.19% among 290,000; in the data active means inhibition mostly above about 51%, no sharp cut-off; further: some results filed as inactive read as strong as hits
Dynein transport = blocks dynein driven cargo transport along microtubules; 3617.4 mouse cells, GR-EGFP nuclear translocation imaging; test concentration mostly 20 µM; stimulated with dexamethasone, 1 µM; active compounds read low; z-score, hits read low; hit rate 0.47% among 220,000; AID 1381;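 active means plate z-score of nuclear minus cytoplasmic receptor signal below a set negative limit, without overly bright fluorescence or cell loss, cut at about -3.5 in these data, passing the limit was not always enough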;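 further: z-score of nuclear minus cytoplasmic ring GR-EGFP intensity difference per well; some compounds called inactive have numbers as strong as hits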
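Buffer or medium: Induction medium lacking tetracycline, stripped serum | Also added: Dexamethasone agonist, 1.0 µM final, for 30 min | Timing: 48 h induction, 1 h compound, 30 min dex at 37 °C | Detection: Formaldehyde fixation, Hoechst nuclear stain, 10x automated fluorescence imaging | Measure: Nuclear versus cytoplasmic GR-EGFP signal, averaged per well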
bCat nuc transl = modulators of beta-catenin nuclear translocation; HeLa beta-catenin nuclear translocation, immunofluorescence imaging; hit rate 0.3% among 190,000; nuclear translocation activity, % at 5 µM; AID 1665;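 active means nuclear translocation activity above 50% at 5 µM, with a well cell count of 50 or more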;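 further: per-cell ratio of nuclear to cytoplasmic median beta-catenin stain intensity; plate controls were DMSO negative control for no effect and GSK-3 inhibitor IX positive control for full effect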
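Signal – beta-catenin immunofluorescence imaging with DAPI · Test system – human HeLa cell line · Dosing – 5 µM primary single dose, 0.1% DMSO, 0.02–20 µM confirmation series · Measure – % activation, nuclear-to-cytoplasmic median beta-catenin signal ratio per cell · Incubation – 24 h compound exposure at 37°C, 5% CO2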
MT stabilizer = microtubule stabilizers in HeLa cells. HeLa tubulin immunostaining HCS, 24 h; share of cells brighter than vehicle mean+2SD. % tubulin-high responders, % at 10 µM. hit rate 0.83% among 200,000;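 active means plate Z-score above 3 for both tubulin-high and condensed-nucleus cell shares, with cell loss under 80%, at 10 µM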;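 further: anti alpha tubulin signal scored within the nucleus-defined area of each cell; some results filed as inactive read as strong as hits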
Yfh1-depleted yeast = mitochondrial function rescue without frataxin homolog – Friedreich's ataxia, plus single-dose screen, dose response (AID 1465). S. cerevisiae Yfh1-off respiration, WST-1 reduction, 72 h; higher fold induction means a stronger effect. fold induction at 50 µM, or EC50 in µM where a hit was titrated. hit rate 0.074% among 220,000;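 active means fold induction of absorbance versus untreated yeast above a set limit, then at least 30% activation at any dose in follow-up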;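 further: activators that raise dye reduction in frataxin-depleted yeast; strong numbers were not always called active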
WT yeast gro inh mutant strain = also measured in WT yeast gro inh; calls as there; inhibition, %; mitochondrial fusion phenotypic screen, mutant strain inhibition
Dynein transport cytoplasmic EGFP = further read-out of Dynein transport, marked with its call; z-score; measured here: cytoplasmic GR-EGFP intensity; active compounds read high
Dynein transport nuclear GR-EGFP = recorded beside Dynein transport, whose call it bears; z-score; measured here: nuclear GR-EGFP intensity;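 lower value marks the stronger effect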
Dynein transport cell count = second read-out of Dynein transport, no call of its own (marks repeat the call); z-score; measured here: cell count per field
Ins promoter up cell count = second read-out of Ins promoter up, no call of its own (marks repeat the call); cell count; measured here: cytotoxicity, nuclei count;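 total cells summed across four imaged fields per well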
bCat nuc transl cell count 5 µM = further read-out of bCat nuc transl, marked with its call; cell count; measured here: cell count, cytotoxicity flag
MT stabilizer Hoechst-high % = also measured in MT stabilizer; calls as there; % Hoechst-high responders; measured here: nuclear condensation Hoechst responders;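 share of cells brighter than vehicle mean plus two SD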
MT stabilizer cytotoxicity % = also measured in MT stabilizer; calls as there; toxicity, %; measured here: cytotoxicity by cell density;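 0% = mean cell density of plate MIN control wells and 100% = no cells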
Autophagy HCS cell loss 18 h = second read-out of Autophagy HCS, no call of its own (marks repeat the call); toxicity, %; measured here: cell loss, nuclei count;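 cell loss after 18 h compound exposure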
* marks the source's active call; other numbers are inactive results; i = inactive; x = no result given.

#1 COc1ccc(C(=O)NCC2(c3ccccc3)CCOCC2)cc1[N+](=O)[O-]
#2 CC1CCN(CC(=O)N2c3ccccc3CCc3ccccc32)CC1
#3 O=C(Nc1nnc(-c2ccccc2F)s1)Nc1ccccc1F
#4 Cc1ccc(N=C(NOCc2ccc(Cl)cc2Cl)c2nonc2N)c(C)c1
#5 Cn1c2ccccc2c2cnn(CC(=O)Nc3ccccc3Br)c(=O)c21
#6 CSc1cccc(NC(=O)CSc2ccccc2)c1
#7 CCOC(=O)C1/C(=N\O)CC(C)(O)C(C(=O)OCC)C1c1ccc(N(C)C)cc1 (stereo not drawn)
#8 CC(=O)Nc1sc2c(c1C(N)=O)CCN(Cc1ccccc1)C2

compound no.	1	2	3	4	5	6	7	8
Ins promoter up	-0.56	x	0.78	-0.82	1.6	-0.73	0	-0.79
Ins promoter up cell count	1382	x	1449	1003	839	1295	951	945
Autophagy HCS	i	i	i	i	x	i	i	x
Autophagy HCS cell loss 18 h	16	-5	8	-15	x	-2	-12	x
WT yeast gro inh	1	7	-8	68*	x	31	1	x
WT yeast gro inh mutant strain	-12	-5	-13	-3.1*	x	21	9	x
HIV peptide binding	-1.4%	-0.5%	0.3%	2.1%	3.7%	-0.1%	1.2%	2.1%
AID2073	-4%	-2%	15%	3%	33%	9%	-10%	-14%
Dynein transport	0.39	-0.59	-1.2	-1	1.2	-0.12	-0.51	0.52
Dynein transport cytoplasmic EGFP	-0.28	-0.097	-0.28	-0.14	-0.23	-0.24	-0.26	-0.12
Dynein transport nuclear GR-EGFP	-0.15	0.088	-0.53	-0.25	1.2	0.0093	0.021	0.8
Dynein transport cell count	-0.58	1.3	0.62	0.44	-1.1	0.15	0.2	-0.46
bCat nuc transl	0.2	0.7	0.1	x	-0.1	-0.8	x	1.4
bCat nuc transl cell count 5 µM	952	1196	1479	x	1339	1098	x	1322
MT stabilizer	4.6	1.3	1.7	2.2	x	2.4	1.5	x
MT stabilizer Hoechst-high %	1.8	1.6	2.0	1.3	x	2.4	1.4	x
MT stabilizer cytotoxicity %	1.2	16	9.6	5.3	x	4.7	11	x
Yfh1-depleted yeast	i	i	i	i	i	i	i	x

Compound profiles, as listed above. Screens in order: Ins promoter up | Ins promoter up cell count | Autophagy HCS | Autophagy HCS cell loss 18 h | WT yeast gro inh | WT yeast gro inh mutant strain | HIV peptide binding | AID2073 | Dynein transport | Dynein transport cytoplasmic EGFP | Dynein transport nuclear GR-EGFP | Dynein transport cell count | bCat nuc transl | bCat nuc transl cell count 5 µM | MT stabilizer | MT stabilizer Hoechst-high % | MT stabilizer cytotoxicity % | Yfh1-depleted yeast
`CCOC(=O)C1/C(=N\O)CC(C)(O)C(C(=O)OCC)C1c1ccc(N(C)C)cc1` (stereo not drawn) in the list: 0 | 951 | i | -12 | 1 | 9 | 1.2% | -10% | -0.51 | -0.26 | 0.021 | 0.2 | x | x | 1.5 | 1.4 | 11 | i
`CSc1cccc(NC(=O)CSc2ccccc2)c1` in the list: -0.73 | 1295 | i | -2 | 31 | 21 | -0.1% | 9% | -0.12 | -0.24 | 0.0093 | 0.15 | -0.8 | 1098 | 2.4 | 2.4 | 4.7 | i

(list continues)
#9 NS(=O)(=O)c1ccc(NC(=O)CSC2CCCCC2)cc1
#10 O=C(COc1ncnc2ccccc12)N1CCN(c2ccccc2)CC1
#11 O=C(CCN1C(=O)C2C3C=CC(C3)C2C1=O)Nc1nccs1 (stereo not drawn)
#12 CCCCc1nc2cc(Cl)ccc2o1
#13 CN1C(=O)c2c(sc3c2CCCC3)NC1c1ccccc1O (stereo not drawn)
#14 O=C(NNC(=O)c1ccccc1[N+](=O)[O-])c1ccccc1[N+](=O)[O-]
#15 COc1ccccc1NC(=O)C(=O)N(c1cccnc1)C(C(=O)NC(C)(C)C)c1ccccc1F (stereo not drawn)
#16 COc1ccc(NC(=O)Nc2nc3c(s2)CCCC3)cc1

compound no.	9	10	11	12	13	14	15	16
Ins promoter up	-0.01	0.72	0.35	-0.27	-0.65	-0.39	0.26	-0.15
Ins promoter up cell count	1239	1112	1892	1437	1260	1259	1362	1415
Autophagy HCS	i	i	i	i	i	i	i	i
Autophagy HCS cell loss 18 h	6	3	10	-30	-6	6	2	-15
WT yeast gro inh	-18	-9	7	1	4	-2	-2	42
WT yeast gro inh mutant strain	-7	2	20	5	11	-9	-14	-11
HIV peptide binding	4.1%	0.3%	0.7%	-1.5%	11%	-0.8%	0.2%	10%
AID2073	1%	21%	5%	4%	7%	8%	-12%	13%
Dynein transport	-0.7	0.96	-0.77	2.4	0.27	-0.048	-0.34	0.49
Dynein transport cytoplasmic EGFP	-0.0068	-0.3	-0.23	-0.31	-0.21	-0.25	-0.26	-0.27
Dynein transport nuclear GR-EGFP	-0.34	0.4	-0.58	1.3	0.81	0.078	-0.2	0.8
Dynein transport cell count	1.2	-1.4	0.4	-1	0.15	-0.86	0.89	-0.66
bCat nuc transl	-2.2	-1.4	-0.4	-3.0	x	-3.6	0.4	-2.1
bCat nuc transl cell count 5 µM	1026	1086	1110	1058	x	1188	982	1114
MT stabilizer	8.3	3.4	3.3	3.1	2.8	3.7	1.5	2.1
MT stabilizer Hoechst-high %	2.1	2.3	2.3	0.9	1.2	2.5	1.9	2.5
MT stabilizer cytotoxicity %	5.9	7.1	10	3.5	3.2	5.3	6.1	1.0
Yfh1-depleted yeast	i	i	i	i	i	i	i	i

New compounds follow
nr	structure	Ins promoter up	Ins promoter up cell count	Autophagy HCS	Autophagy HCS cell loss 18 h	WT yeast gro inh	WT yeast gro inh mutant strain	HIV peptide binding	AID2073	Dynein transport	Dynein transport cytoplasmic EGFP	Dynein transport nuclear GR-EGFP	Dynein transport cell count	bCat nuc transl	bCat nuc transl cell count 5 µM	MT stabilizer	MT stabilizer Hoechst-high %	MT stabilizer cytotoxicity %	Yfh1-depleted yeast
17	Cc1ccc(-n2nnc3c(=O)n(CC(=O)NCc4ccco4)cnc32)cc1	-0.97	634	i	-8	14	1	8.1%	1%	0.54	-0.17	0.62	-0.49	x	x	3.5	3.0	6.3	i
18	O=C1CSC(c2cn(-c3ccccc3)nc2-c2ccccc2)N1Cc1ccco1 (stereo not drawn)	1.4	1454	i	5	45	20	1.1%	7%	-0.37	-0.22	-0.27	-0.89	-2.1	1037	1.8	1.7	22	i
19	O=C/C(=C\Nc1ccc(S(=O)(=O)CCO)cc1)c1nc2cc(Cl)ccc2o1	-0.38	1345	i	6	-11	9	7.4%	24%	-1.9	-0.18	-0.54	1.7	-1.2	1094	6.4	2.2	9.0	i
20	CC(C)c1nc2sc(C(=O)O)c(N)c2c2c1CCCC2	x	x	x	x	x	x	4.5%	-11%	-0.71	-0.24	-0.32	0.16	-0.2	1338	x	x	x	i
21	c1ccc(-c2nc3ccccc3nc2-c2ccccn2)nc1	1.5	1278	i	9	-4	-22	-1.3%	2%	-0.55	-0.23	-0.65	-0.6	x	x	2.4	1.3	3.1	i
22	Cc1cc(C)c(S(=O)(=O)N(C2=NCCS2)S(=O)(=O)c2c(C)cc(C)cc2C)c(C)c1	x	x	i	-8	11	6	3.0%	-2%	-0.29	-0.17	0.15	-0.26	5.1	527	3.6	2.0	6.7	i
23	CCOCCCNC(=O)C1CCN(S(=O)(=O)c2c(C)noc2/C=C\c2ccc(OC)cc2)CC1	x	x	i	-6	x	x	x	x	0.34	-0.25	0.16	0.3	x	x	3.9	2.7	6.4	i
24	CCn1c(=O)c2c(nc3n2CCCN3c2cccc(C)c2)n(C)c1=O	-0.75	1071	x	x	x	x	-1.0%	-13%	0.26	-0.27	-0.18	0.33	0.1	1251	x	x	x	i
25	O=c1nc2ccccc2c2n1CC(CN1CCN(c3cccc(Cl)c3)CC1)N2 (stereo not drawn)	x	x	i	-3	20	9	-2.3%	-1%	-0.28	-0.25	-0.47	0.53	x	x	1.8	0.9	1.1	i
26	O=C(c1ccco1)N1CCN(Cc2cccnc2)CC1	0.96	940	i	2	-3	-14	4.8%	7%	-0.8	-0.18	0.26	0.83	-3.0	1161	2.0	0.6	8.5	i
27	COc1ccc(/C=N/n2c(SC)nnc2-c2ccccc2)cc1C	-0.12	1180	i	7	24	11	1.5%	1%	0.41	-0.3	-0.54	0.69	2.4	1104	27*	9.1*	21*	i

Arranged by value in Dynein transport nuclear GR-EGFP (largest number first): three of the compounds above
| # | smiles | Dynein transport nuclear GR-EGFP |
| --- | --- | --- |
| 26 | O=C(c1ccco1)N1CCN(Cc2cccnc2)CC1 | 0.26 |
| 20 | CC(C)c1nc2sc(C(=O)O)c(N)c2c2c1CCCC2 | -0.32 |
| 19 | O=C/C(=C\Nc1ccc(S(=O)(=O)CCO)cc1)c1nc2cc(Cl)ccc2o1 | -0.54 |

Not a hit list. Share with any hit: about 4.2%.
